# Assay outcomes deposited in PubChem by several laboratories.
# E coli growth: E. coli V3065 growth inhibition, primary screen, counter-screen for AddAB inhibitor project, absorbance, OD600; 18 h; 330,000 compounds, 0.27% hits; inhibition, % at 11.9 µM; AID 449728, 2010;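 active = inhibition above the campaign's mean inhibition across all tested compounds plus 3 SD, cut at about 9.9% in these data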;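 note: uninfected addAB+ strain grown without phage in ampicillin broth; 0% = DMSO wells and 100% = ciprofloxacin 0.95 µg/ml wells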
# Tat transport: E. coli Tat export inhibitors, primary screen, MC4100, TorA-mCherry reporter, fluorescence, single point. 340,000 compounds, 0.036% hits. inhibition, % at 10 µM;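 active = mean replicate inhibition at least 50% and at least half of replicates individually reaching 50%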;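 note: exported cargo escapes ClpAP degradation while cytoplasmic cargo is degraded and loses fluorescence; 0% = median of neutral control wells and 100% = median of NaSCN control wells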
# PKA-R1A act: activators of PKA-R1A holoenzyme, primary screen, biochemical, fluorescence polarization, Cy5-IP20, bovine R1A, mouse PKAc. cAMP-dependent protein kinase type I-alpha regulatory subunit (Bos taurus) + …. PKA-R1A dissociation; scaled: DMSO 0%, 113 µM cGMP 100%. activation, % at 11.4 µM. 340,000 compounds, 0.083% hits. AID 504707, 2011;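 active = percent activation above the mean of all tested compounds plus 3 SD, cut at about 19% in these data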;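 note: higher means more PKAc released from R1A so a rise in polarization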
# Arrestin-AP2 inh: inhibitors of beta-arrestin/AP2 binding, primary screen, biochemical, GPCR trafficking, flow cytometry | FITC-arrestin peptide / GST-AP2 beads; AP2 beta2 appendage carries R879A mutation | inhibition, % at 10 µM | 340,000 compounds, 0.31% hits;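 active = inhibition above a set limit, near 3 SD of compounds lacking own fluorescence, cut at about 54% in these data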;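 note: plate controls were DMSO wells for no effect and 5 µM unlabelled arrestin peptide for full effect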
#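 Assay system: GST-AP2 R879A bound to glutathione beads, E. coli-expressed; Medium: PBS with 0.05% Tween 20 and 0.1% BSA; Also added: fluorescein-tagged arrestin peptide at 50 nM final; Timing: 12 min plus 1 h, RT; Measured by: flow cytometry, FL1 (488/535 nm); Evaluation: percent drop in bead-associated FITC signal.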
# MOR-DOR inv ag: inverse agonists of MOR-DOR heterodimerization, primary screen, cell-based, luminescence; Mu-type opioid receptor (Homo sapiens) + Delta-type opioid receptor (Homo sapiens), …; cell-based MOR-DOR heterodimer luminescence, inverse agonism; 340,000 compounds, 0.21% hits; inhibition, % at 9.3 µM; in the data active = inhibition above about 22%, passing the limit was not always enough;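 note: 0% = cells with DMSO and 100% = wells without cells with DMSO; values of inactives mirror those of a sister screen read the other way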
# Target sequence (P35372 whole entry, looked up): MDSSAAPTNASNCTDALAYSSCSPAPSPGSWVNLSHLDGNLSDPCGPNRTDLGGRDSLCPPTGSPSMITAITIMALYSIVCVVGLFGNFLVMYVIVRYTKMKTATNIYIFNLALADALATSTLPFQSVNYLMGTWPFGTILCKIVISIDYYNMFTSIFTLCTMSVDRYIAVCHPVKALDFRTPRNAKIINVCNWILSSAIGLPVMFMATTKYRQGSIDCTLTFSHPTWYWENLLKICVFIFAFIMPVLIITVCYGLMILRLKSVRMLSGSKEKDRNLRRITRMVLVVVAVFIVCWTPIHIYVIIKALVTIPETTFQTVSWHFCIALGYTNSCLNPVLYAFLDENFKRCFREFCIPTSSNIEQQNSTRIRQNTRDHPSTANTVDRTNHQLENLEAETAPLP
# Target sequence (P41143 whole entry, looked up): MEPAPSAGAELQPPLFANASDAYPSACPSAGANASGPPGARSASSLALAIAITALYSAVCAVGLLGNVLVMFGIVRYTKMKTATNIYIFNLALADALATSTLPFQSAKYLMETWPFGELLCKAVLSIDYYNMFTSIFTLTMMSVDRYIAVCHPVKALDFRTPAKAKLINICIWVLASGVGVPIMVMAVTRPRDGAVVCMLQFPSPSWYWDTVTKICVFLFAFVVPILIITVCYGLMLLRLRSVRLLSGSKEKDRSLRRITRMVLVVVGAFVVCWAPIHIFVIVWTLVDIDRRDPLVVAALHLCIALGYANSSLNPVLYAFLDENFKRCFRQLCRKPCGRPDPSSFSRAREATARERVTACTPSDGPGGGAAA
# phage Ecoli inh: growth loss of phage-infected E. coli, primary screen, RecBCD inhibitor project, absorbance, with phage, HTS; inhibition, % at 11.9 µM; 360,000 compounds, 0.26% hits; AID 651602, 2012; in the data active = inhibition above about 11%
# SUMO Mot1 rescue: yeast Mot1-301 growth rescue at high temperature, primary screen, SUMOylation pathway inhibitor project, S. cerevisiae, ATP luminescence, 38.5C. S. cerevisiae Mot1-301 growth rescue; percent above DMSO median, 100 means doubled. growth rescue, % at 18.8 µM. 320,000 compounds, 1% hits. AID 2716, 2010;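 active = every valid replicate shows activation above 250% relative to neutral control wells; inactive = the rest, any valid replicate at or below 250%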;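 note: OY570 slx delta 5 strain wells were the positive control but not used for scaling; some compounds called inactive have numbers as strong as hits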
# PfHsp90 yeast 2: growth inhibition of PfHsp90-expressing yeast, primary screen, antimalarial PfHsp90 inhibitor project, S. cerevisiae, BacTiter-Glo luminescence, single point, set 2; BacTiter-Glo ATP, 48 h; yeast lacking PDR1 and PDR3 efflux regulators; inhibition, % at 9.4 µM; 310,000 compounds, 0.32% hits;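 active = every replicate shows inhibition above about 80%, whatever the replicate mean, limit read from the data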;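 note: 0% = DMSO neutral controls and 100% = 20 µM radicicol positive controls; yeast relying on Plasmodium falciparum Hsp90 in place of its own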
# AddAB inh: growth inhibition of E. coli expressing H. pylori AddAB, primary screen, AddAB inhibitor project, absorbance; inhibition, % at 11.9 µM; 330,000 compounds, 0.29% hits; AID 435030, 2010; in the data active = inhibition above about 12%;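 note: 0% = vehicle wells of infected cells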
# Pemphigus Ab inh: inhibitors of pemphigus antibody binding to DSG3, primary screen, biochemical, bead-based, flow cytometry, scFv-GFP | binding (percent of control), % at 10 µM | DSG3-coupled beads, scFv-anti-DSG3-GFP binding; stronger effect = lower value | 310,000 compounds, 0.48% hits | Desmoglein-3 (Homo sapiens), P32926;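 active = binding more than 3 SD below its plate's average and above zero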; note: some compounds called inactive have numbers as strong as hits
# OPRM1-OPRD1 ag: agonists of OPRM1-OPRD1 heterodimerization, primary screen, cell-based, luminescence. cells. activation, % at 9.3 µM. 340,000 compounds, 0.3% hits. AID 504326, 2011; in the data active = activation above about 18%;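 note: 0% = vehicle-treated cells and 100% = reference agonist; values of inactives mirror those of a sister screen read the other way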
# Active calls of the source: *; · = no result given.
SMILES,E coli growth,Tat transport,PKA-R1A act,Arrestin-AP2 inh,MOR-DOR inv ag,phage Ecoli inh,SUMO Mot1 rescue,PfHsp90 yeast 2,AddAB inh,Pemphigus Ab inh,OPRM1-OPRD1 ag
CC(C)Cc1csc(NC(=O)c2ccc(F)cc2)c1C(=O)O,2.9,12,-6,-12,2,5.4,-15,-10,7.4,127,-0.4
COc1ccc(S(=O)(=O)N2CCOC2CNC(=O)C(=O)NCc2ccncc2)cc1C (centres undefined),2.5,-7,-4,-1,0,0.2,392*,-29,0.3,·,0.1
CC(=O)c1ccc(N2CCN(C(=O)c3ccc(S(=O)(=O)NCc4ccco4)cc3)CC2)cc1,-2.1,-4,-1,-9,17,1.6,-6,·,0.5,102,-3.2
COC(=O)c1ccc(CN(c2ccccn2)S(=O)(=O)c2ccccc2)cc1,1.5,-8,6,17,6,2.2,-9,·,1.8,·,-1.1
CCN(CC)CC(C)CNC(=O)CN1C(=O)CSc2ccc(S(=O)(=O)N3CCOCC3)cc21 (centres undefined),-0.4,6,-1,-2,4,5.2,54,-5,-0.3,103,-0.7
CCOc1ccc(NC(=O)Cc2ccc(S(=O)(=O)N3CCOCC3)s2)cc1OCC,0.4,-10,-2,36,18,0.7,-24,-5,-1.0,105,-3.3
Cc1cccc(S(=O)(=O)c2c(N)n(/N=C/c3ccccc3)c3nc4ccccc4nc23)c1,-1.2,-6,-7,19,6,2.1,305,·,2.5,89*,-1.3
CCn1ncc(-c2csc(N)n2)c1C,0.2,7,-7,-21,2,1.3,-6,·,5.5,124,-0.5
CCC(C)NC(=O)CNC(=S)N(Cc1ccccc1F)C1CCCCC1 (centres undefined),0.3,10,5,10,-4,0.5,322,17,0.6,96,0.8
c1ccc(Oc2cc(-c3ccccc3)ncn2)cc1,-1.4,4,-18,-3,-13,1.6,-5,-9,3.8,112,3.0
Cc1ccc(S(=O)(=O)NCCS(=O)(=O)N2CCN(c3ccc(F)cc3)CC2)cc1,-1.9,-1,0,8,-43,4.1,543*,1,0.2,102,6.7
COCCNC(=O)/C(C#N)=C/C(C)=C/c1ccccc1,-0.8,-1,6,3,4,4.2,-9,5,4.9,99,-0.8

# Results in MOR-DOR inv ag (2 entries from above):
SMILES	MOR-DOR inv ag
CCC(C)NC(=O)CNC(=S)N(Cc1ccccc1F)C1CCCCC1 (centres undefined)	-4
c1ccc(Oc2cc(-c3ccccc3)ncn2)cc1	-13

# Going on with the list.
SMILES,E coli growth,Tat transport,PKA-R1A act,Arrestin-AP2 inh,MOR-DOR inv ag,phage Ecoli inh,SUMO Mot1 rescue,PfHsp90 yeast 2,AddAB inh,Pemphigus Ab inh,OPRM1-OPRD1 ag
N#CCSc1nnc(-c2ccccc2)c(-c2ccccc2)n1,2.2,0,6,-82,9,1.1,-3,11,-0.5,108,-1.6
Cc1cc(C)cc(N2C(=O)C3CCCN3C2=S)c1 (centres undefined),0.0,6,1,-7,18,0.6,277,8,1.8,95,-3.1
Cn1c(=O)c(C(=O)CN2CCN(Cc3ccc4c(c3)OCO4)CC2)c(N)n(Cc2ccccc2)c1=O,-3.9,2,0,-6,3,0.7,3,-12,2.2,100,-0.5
OCCN1CCN(CC(O)COc2ccc3c(c2)OCO3)CC1 (centres undefined),-0.7,-4,1,9,1,2.1,10,-2,2.7,105,-0.3
COc1ccc(CCNc2ncnc3sccc23)cc1OC,-1.6,6,-12,-22,2,3.8,-14,·,-0.3,127,-0.3
Cc1ccsc1C(=O)OCC(=O)N(C)c1c(N)n(Cc2ccccc2)c(=O)[nH]c1=O,0.7,-6,0,2,7,1.8,399,-21,4.6,110,-1.3
Cc1cccc(NC(=S)N(C)Cc2cn(C)c3ccccc23)c1,-1.0,0,2,5,2,6.0,1,-2,-0.2,89,-0.4
COc1cccc(CNC(=O)C2CC(=O)N(C3CCCCCCC3)C2)c1 (centres undefined),-0.4,0,-6,-10,12,1.5,19,-13,1.2,101,-2.2
CCc1ccc(NS(=O)(=O)c2cccc3nsnc23)cc1,-0.7,0,-6,-1,5,1.7,6,2,1.1,94,-0.8
Cc1cc(NC(=O)COC(=O)C(Nc2ccc(C(F)(F)F)cc2Cl)C(C)C)no1 (centres undefined),-2.2,18,-10,-9,-32,4.0,-3,15,-0.5,102,5.2
CCCCc1c(C)c2ccc(OCC(C)=O)cc2oc1=O,-0.8,3,-2,-6,11,3.4,-2,-2,2.0,109,-2.7
CCSc1ncc(Cl)c(C(=O)Nc2ccccc2)n1,-0.2,0,-7,-5,5,1.9,10,-11,1.4,98,-0.9
COC(=O)c1cncc(O)c1,0.6,-1,3,4,-15,4.2,-8,16,-0.5,101,2.7
Nc1c(Nc2ccccc2)c2ccccc2oc1=O,0.1,-6,-3,-2,8,0.4,37,12,4.4,98,-1.6
COc1cc(SC)ccc1C(=O)N(Cc1ccccc1)c1ccccc1,0.6,7,-6,7,9,2.3,-3,-11,2.3,105,-1.7
Cc1ccc(C(=O)N2CCCC2)c(F)c1F,2.1,-12,4,4,6,1.9,7,·,3.2,99,-1.0
Cc1cc(Cl)c(S(=O)(=O)Nc2cc(S(=O)(=O)N3CCOCC3)ccc2F)cc1OCC(N)=O,-0.5,1,4,0,11,1.7,-13,7,0.1,94,-2.2
O=C(Nc1ccc(N2CCOCC2)nc1)c1c(F)cccc1F,0.2,-3,·,3,·,1.7,-8,11,-0.4,95,·
O=C1NC(Cc2c[nH]c3ccccc23)C(=O)N1c1ccc(F)cc1 (centres undefined),-3.1,-3,8,7,8,0.6,-26,29,-0.3,117,-1.5
O=c1c2sccc2nc(SCc2cc(=O)n3cc(Br)ccc3n2)n1Cc1ccccn1,0.7,-8,-7,8,11,1.1,8,-15,-1.1,102,-2.1
O=C(NNC(=S)NC(=O)c1ccco1)c1ccc(F)cc1,1.3,1,-10,-20,22,-4.9,-18,16,11,·,-4.5
COc1nc(C)nc2c1sc(=S)n2C,-6.2,2,0,2,2,4.9,4,-3,-1.9,103,-0.3
O=C(NCCCn1ccnc1)c1cc2c(s1)CCCCC2,0.3,-5,2,11,12,3.5,-21,3,2.8,102,-2.2
COc1cccc(Nc2ncnc3nc[nH]c23)c1,0.7,4,-20,0,14,6.9,2,24,0.0,98,-2.3
CSc1ccccc1NC(=O)Cn1nc([N+](=O)[O-])cc1C,-2.3,8,3,22,3,3.2,3,-4,3.2,102,-0.6
CCN1CC2([N+](=O)[O-])CC=C(OC)C([N+](=O)[O-])(C1)C2 (centres undefined),0.7,2,2,9,-10,2.6,·,-173,0.0,98,1.4
COC1=C/C(=C/c2c(N)n3nc(CC(=O)N4CCCCC4)sc3nc2=O)C=CC1=O,0.2,-6,-6,6,8,·,-14,-6,-0.7,111,-1.6
Cc1cc2c3c(c1)C(C)(c1ccccc1)CC(C)(C)N3C(=O)C21C(C#N)=C(N)OC2=C1C(=O)CC(C)(C)C2 (centres undefined),-5.0,10,4,-7,-1,3.9,-25,·,-1.3,104,0.3
COc1cccc(-c2nc(CCl)cs2)c1,-0.3,1,11,-12,7,1.0,-13,-30,1.1,102,-1.4
COC(=O)C1=C(C)NC(=O)/C1=C/c1ccc(CNS(=O)(=O)c2ccc(C)cc2)o1,1.1,-4,-9,10,13,4.9,12,-20,3.6,116,-2.6
O=C(NCc1ccccc1)c1ccc(-c2ccccc2F)o1,0.4,8,2,2,8,4.1,-2,-38,0.0,99,-1.4
CN(C)c1ccc(NC(=O)c2cnsn2)cc1,-1.9,9,1,-9,8,0.2,231,7,-0.4,114,-1.7
CCn1cc(/C=C(\NC(=O)c2ccc(OC)c(OC)c2)C(=O)NCCN2CCOCC2)c2ccccc21,-1.2,-5,-2,29,9,2.1,0,1,2.0,82,-1.7
COc1cccc(C(=O)OCC(=O)Nc2ccccc2N2CCOCC2)c1,-0.9,-5,-2,8,8,0.6,-14,·,0.2,101,-1.4
COC(=O)c1ccc(NC(=O)C(=O)N2CCN(C(=S)Nc3ccccc3OC)CC2)cc1,0.9,5,4,-10,3,-0.9,11,-22,-1.1,101,-0.6
CCOC(=O)C1(Cc2cccc(OC)c2)CCCN(Cc2cc(OC)c(O)c(OC)c2)C1 (centres undefined),0.7,-5,-9,-18,-3,0.3,-16,13,5.3,101,0.7
CN(C)S(=O)(=O)c1ccc(Nc2nc(C3CC3)nc3c2nnn3Cc2ccccc2Cl)cc1,2.0,3,-3,-13,-11,1.5,-11,-92,4.1,93,1.9
CC(=O)Nc1cccc(NC(=O)c2ccc3c(c2)CCN3S(C)(=O)=O)c1,-0.3,-2,-6,15,8,3.1,-6,8,2.7,109,-1.7
O=C(CSc1nc(=O)n2ccccc2n1)OCc1ccccc1,0.2,-1,6,5,15,4.7,1,·,-1.0,98,-2.8
CC1CCN(c2c(NCC3CCC(C(=O)NCCc4ccccc4)CC3)c(=O)c2=O)CC1 (centres undefined),1.8,-9,-11,17,8,3.7,1,4,0.7,95,-1.6

# Structural class, the entries above containing two or more sulfur atoms.
SMILES,E coli growth,Tat transport,PKA-R1A act,Arrestin-AP2 inh,MOR-DOR inv ag,phage Ecoli inh,SUMO Mot1 rescue,PfHsp90 yeast 2,AddAB inh,Pemphigus Ab inh,OPRM1-OPRD1 ag
CCN(CC)CC(C)CNC(=O)CN1C(=O)CSc2ccc(S(=O)(=O)N3CCOCC3)cc21 (centres undefined),-0.4,6,-1,-2,4,5.2,54,-5,-0.3,103,-0.7
CCOc1ccc(NC(=O)Cc2ccc(S(=O)(=O)N3CCOCC3)s2)cc1OCC,0.4,-10,-2,36,18,0.7,-24,-5,-1.0,105,-3.3
Cc1ccc(S(=O)(=O)NCCS(=O)(=O)N2CCN(c3ccc(F)cc3)CC2)cc1,-1.9,-1,0,8,-43,4.1,543*,1,0.2,102,6.7
CCc1ccc(NS(=O)(=O)c2cccc3nsnc23)cc1,-0.7,0,-6,-1,5,1.7,6,2,1.1,94,-0.8
Cc1cc(Cl)c(S(=O)(=O)Nc2cc(S(=O)(=O)N3CCOCC3)ccc2F)cc1OCC(N)=O,-0.5,1,4,0,11,1.7,-13,7,0.1,94,-2.2
O=c1c2sccc2nc(SCc2cc(=O)n3cc(Br)ccc3n2)n1Cc1ccccn1,0.7,-8,-7,8,11,1.1,8,-15,-1.1,102,-2.1
COc1nc(C)nc2c1sc(=S)n2C,-6.2,2,0,2,2,4.9,4,-3,-1.9,103,-0.3
